BLM inh – Bloom syndrome helicase (human) inhibition | Potency, µM (series often up to 56.1 µM), for the others: top-dose activity change, negative = inhibition, actives largely listed as inhibitors | AID 2528 | P54132 | recombinant BLM DNA unwinding, fluorescence dequenching | actives 0.2% (n = 350,000);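 also: potency is read from the fitted curve at half-maximal effect; plate controls were vehicle for no effect and no enzyme for full effect; nearly all actives have a fitted effect of over 35% in size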
Glioma ERSR ind – inducers of ER stress response in human glioma cells; Potency, µM, for inactives: top-dose activation, hits mostly activators; AID 602332; actives 0.02% (n = 420,000); U87-MG GRP78 promoter luciferase reporter, 16 h; also: potency is read from the fitted curve at half-maximal effect; series mostly up to about 76 µM; % of control where 0% means no effect; nearly all actives have a fitted effect of over 35% in size
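Stably transfected U87-MG glioma cells carrying a GRP78-based luciferase sensor; 16 h compound incubation. Luminescence end-point read 10 min after Bright-Glo addition at room temperature.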
APEX1 inh – inhibitors of human APE1 endonuclease; Potency, µM (top dose mostly 65.8 µM), without a hit: top-dose activity change, negative = inhibition, hits mostly inhibitors; actives 0.35% (n = 350,000); AID 2517; recombinant APE1, TAMRA/BHQ-2 abasic DNA cleavage fluorescence; P27695;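 also: potency is read from the fitted curve at half-maximal effect; plate controls were vehicle for no effect and reference inhibitor for full effect; nearly all actives have a fitted effect of over 55% in size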
Target sequence (P27695 whole entry, looked up): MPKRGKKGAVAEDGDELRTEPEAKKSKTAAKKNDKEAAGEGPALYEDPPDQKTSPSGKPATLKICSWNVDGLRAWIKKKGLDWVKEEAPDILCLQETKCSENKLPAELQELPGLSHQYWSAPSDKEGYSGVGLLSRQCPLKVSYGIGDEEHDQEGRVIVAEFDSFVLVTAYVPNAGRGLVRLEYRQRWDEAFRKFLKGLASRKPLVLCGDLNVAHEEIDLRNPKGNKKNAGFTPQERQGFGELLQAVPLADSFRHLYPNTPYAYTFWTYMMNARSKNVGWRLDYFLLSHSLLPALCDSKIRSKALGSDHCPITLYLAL
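APE1 at 0.75 nM preincubated 15 min at room temperature with compound. Reaction then started with 50 nM double-stranded THF-abasic substrate labelled with TAMRA/BHQ-2, and 525/598 nm fluorescence read kinetically. Activity taken as third-minus-first read difference, normalized to DMSO and NSC13755 controls.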
Pol iota inh – inhibitors of human DNA polymerase iota | Q9UNA4 | Pol iota fluorescent replication assay, 10 min | Potency, µM (titrated, usually from 115 µM), without a hit: at the highest dose activity, negative = inhibition, usual class: inhibitors | actives 1% (n = 390,000) | AID 588590; also: potency is read from the fitted curve at half-maximal effect
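Fluorescent replication assay read twice, at 0 min and 10 min after adding 50 nM (final) substrate. Enzyme (10 nM) and compounds were first incubated 15 min at room temperature; enzyme-free buffer wells were negative controls.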
Apoferritin bind – candidate novel general anesthetic via apoferritin binding; apoferritin/1-aminoanthracene competitive binding, fluorescence; Potency, µM (series often up to 77.5 µM), inactives show at the top dose activity change, negative = displacement, usual class: inhibitors; actives 0.074% (n = 350,000); also: potency is read from the fitted curve at half-maximal effect; % is scaled to controls: 0 for no effect and ±100 for the full control effect; nearly all actives have a fitted effect of over 20% in size
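Horse-spleen apoferritin (10 uM) was mixed with 50% saturated 1-aminoanthracene in PBS, exposed to compounds for 10 min at room temperature, and read for fluorescence (ex 380 nm, em 535 nm). Competitive displacement was fitted with a four-parameter Hill equation.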
Pol eta inh – inhibitors of human DNA polymerase eta. AID 588591. Q9Y253. Potency, µM (top dose mostly 114 µM), for inactives: top-dose activity change, negative = inhibition, usual class: inhibitors. actives 1.2% (n = 390,000). recombinant Pol eta, fluorescent DNA replication assay; also: potency is read from the fitted curve at half-maximal effect; % is scaled to controls: 0 for no effect and ±100 for the full control effect
Target sequence (Q9Y253 whole entry, looked up): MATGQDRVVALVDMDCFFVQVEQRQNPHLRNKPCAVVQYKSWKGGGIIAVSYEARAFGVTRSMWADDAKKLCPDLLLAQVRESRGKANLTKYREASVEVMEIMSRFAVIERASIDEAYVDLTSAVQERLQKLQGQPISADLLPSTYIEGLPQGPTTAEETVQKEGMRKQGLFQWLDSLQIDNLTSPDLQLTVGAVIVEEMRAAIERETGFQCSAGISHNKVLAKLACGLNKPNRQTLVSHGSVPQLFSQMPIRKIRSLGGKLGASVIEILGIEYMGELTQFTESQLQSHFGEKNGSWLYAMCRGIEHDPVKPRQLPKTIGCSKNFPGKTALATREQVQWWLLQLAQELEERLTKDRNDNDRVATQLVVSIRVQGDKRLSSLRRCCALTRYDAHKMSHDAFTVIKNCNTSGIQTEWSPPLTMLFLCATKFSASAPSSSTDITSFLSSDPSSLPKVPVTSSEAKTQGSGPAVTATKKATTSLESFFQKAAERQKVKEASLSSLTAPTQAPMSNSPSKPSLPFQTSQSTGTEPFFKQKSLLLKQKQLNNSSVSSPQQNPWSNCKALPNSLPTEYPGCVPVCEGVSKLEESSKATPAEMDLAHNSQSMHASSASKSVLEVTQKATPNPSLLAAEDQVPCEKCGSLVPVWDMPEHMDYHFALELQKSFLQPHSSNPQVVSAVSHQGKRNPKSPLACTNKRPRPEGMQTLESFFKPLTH
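Pol eta at 10 nM preincubated with compounds 15 min at room temperature; reaction started with fluorescent substrate (50 nM final) and read kinetically at 0 and 10 min.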
LDHA block – LDHA (human) enzyme inhibition. purified LDHA, NADH/diaphorase-resazurin fluorescence; stronger effect = lower value. activity change, % (values are at about 110 or 230 µM). actives 0.15% (n = 480,000); in the data active = activity change below about -30%; inconclusive = mostly about -25% to -30%;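 also: plate controls were DMSO wells for no effect and wells without enzyme for full effect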
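Human LDH5 at 2 nM final in Tris HCl pH 7.4 with 0.06 mM NADH and 0.2 mM pyruvate, reacted 5 minutes at room temperature. Remaining NADH coupled via diaphorase/resazurin; resorufin fluorescence read at 0 and 20 minutes, normalized to enzyme-free and DMSO wells.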
POLK inh – DNA polymerase kappa (human) inhibition. Q9UBT6. purified Pol kappa, fluorescent DNA synthesis assay, 10 min. Potency, µM (titrated, usually from 107 µM), without a hit: top-dose activity, negative = inhibition, hits mostly inhibitors. actives 0.53% (n = 400,000). AID 588579; also: potency is read from the fitted curve at half-maximal effect; % is scaled to controls: 0 for no effect and ±100 for the full control effect
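10 nM Pol kappa was preincubated with compounds for 15 min at room temperature. Reaction started with 50 nM (final) substrate. Fluorescence read kinetically at 0 and 10 min.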
Pol beta inh – DNA polymerase beta (human) inhibition; Pol beta primer extension/strand displacement, fluorescence kinetic; actives 1.3% (n = 340,000); Potency, µM (titrated, usually from 114 µM), inactives show at the top dose activity change, negative = inhibition, hits mostly inhibitors; AID 485314; also: potency is read from the fitted curve at half-maximal effect; % is scaled to controls: 0 for no effect and ±100 for the full control effect
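Values derive from four-parameter Hill fits of normalized kinetic data: reads at 0 and 10 min following addition of 50 nM substrate to 10 nM Pol beta preincubated 15 min with compound.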
Starred values were filed as active, the others as inactive; & = joins results of further samples; [ ] = dose if it differs, or a comment. Unless noted, calls follow the shape of the dose curve; as a rule, active = well fitted curve in the direction sought with a large enough effect; inconclusive = small, poorly fitted or top-dose-only effect, or another doubt; inactive = no such curve, though single readings can be large; an effect the other way counts as inactive or inconclusive.

`COc1ccc(C2=NS(=O)(=O)N(C)C(C(=O)N3CCCCC3)=C2)cc1` gave BLM inh -1%, Glioma ERSR ind -2%, APEX1 inh 3%, Pol iota inh 29%, Apoferritin bind -16%, Pol eta inh inconclusive, LDHA block 5, POLK inh -8% and Pol beta inh 25%.
COc1ccccc1NC(C)C(=O)c1c[nH]c2ccccc12 (configuration not stated) was read as Glioma ERSR ind 0%, Pol iota inh 21%, LDHA block 3 and POLK inh 6%.
Screening COc1ccccc1CNC(=O)CCC(=O)N1CCOc2ccc(C)cc21 returned BLM inh -4%, Glioma ERSR ind -2%, APEX1 inh 14%, Pol iota inh -18%, Apoferritin bind -12%, Pol eta inh 3%, LDHA block -2, POLK inh -12% and Pol beta inh 1%.
Screening C=C(C)Cn1c(SCC#N)nc2ccccc2c1=O returned BLM inh -3%, Glioma ERSR ind -5%, APEX1 inh 10%, Pol iota inh 16%, Apoferritin bind -8%, Pol eta inh -20%, LDHA block 0, POLK inh 0% and Pol beta inh -2%.
COc1ccc(CCc2nnc(CCC(=O)NCC3CCCO3)o2)cc1 (configuration not stated) was read as BLM inh 0%, Glioma ERSR ind -1%, APEX1 inh 56%[activator], Pol iota inh -10%, Apoferritin bind -3%, Pol eta inh -7%, LDHA block 1, POLK inh -2% and Pol beta inh 20%.
Screening COCC(C)NC(=O)NC(=O)c1ccc(Cl)cc1 (configuration not stated) returned BLM inh -5%, Glioma ERSR ind 2%, APEX1 inh -5%, Pol iota inh 15%, Apoferritin bind -5%, Pol eta inh 2%, LDHA block -5, POLK inh -11%[60.1 µM] and Pol beta inh 0%.
CC1(C)CC(=O)C=C(Nc2ccccc2NC(=O)c2cnccn2)C1 was read as BLM inh -2%, Glioma ERSR ind -3%, APEX1 inh 0%, Pol iota inh 13%, Apoferritin bind -15%, Pol eta inh 1%, LDHA block -9, POLK inh -1% and Pol beta inh 1%.
CN1CCN(CCCNC(=O)Cn2nc(-c3ccccc3)ccc2=O)CC1 was read as BLM inh 2%, Glioma ERSR ind -3%, APEX1 inh 13%, Pol iota inh 0%, Apoferritin bind 3%, Pol eta inh 10%, LDHA block -5, POLK inh -7% and Pol beta inh 25%.
CCOC(=O)c1cccc(COC(=O)c2cccc(-c3nnc(-c4ccccc4)o3)c2)c1 was read as BLM inh 1%, Glioma ERSR ind -11%, APEX1 inh -1%, Pol iota inh -3%, Apoferritin bind -3%, Pol eta inh -9%, LDHA block -4, POLK inh -5% and Pol beta inh 7%.
For COc1ccc(OC)c(C2=NS(=O)(=O)N(C)C(C(=O)Nc3ccc(C(C)=O)cc3)=C2)c1 the results were BLM inh -6%&-7%, Glioma ERSR ind 3%&1%, APEX1 inh 23%, Pol iota inh inconclusive, Apoferritin bind 3%&-11%, Pol eta inh -11%&-19%, LDHA block -2&-5, POLK inh 5%&-8% and Pol beta inh inconclusive.
CC(/C=C/c1ccccc1)=N\NC(=O)CNC(=O)c1ccccc1Cl was read as BLM inh -1%, Glioma ERSR ind -1%, APEX1 inh -1%, Pol iota inh 3%, Apoferritin bind inconclusive, Pol eta inh -17%, LDHA block -17, POLK inh -3% and Pol beta inh -21%.
`Cc1ccc2c(c1)N(CCC(=O)NC1CCCCC1)C(=O)CO2` gave BLM inh 1%, Glioma ERSR ind -3%, APEX1 inh 22%, Pol iota inh 84%[activator], Apoferritin bind 12%, Pol eta inh -15%, LDHA block 1, POLK inh 2% and Pol beta inh 15%.
Cc1ccc(C)c(NNC(=O)C(=O)NNc2cc(C)ccc2C)c1 was read as BLM inh -5%, Glioma ERSR ind -2%, APEX1 inh -2%, Pol iota inh 123%[activator], Apoferritin bind 3%, Pol eta inh -1%, LDHA block -2, POLK inh -7% and Pol beta inh 11%.
Screening Cc1ccc(C(=O)NNC(=O)C2CCN(S(=O)(=O)c3ccc(Cl)cc3)CC2)cc1 returned BLM inh 2%, Glioma ERSR ind -4%, APEX1 inh 1%, Pol iota inh 11%, Apoferritin bind -11%, Pol eta inh -9%, LDHA block inconclusive, POLK inh -12% and Pol beta inh 14%.
COC(=O)c1ccc(CSc2nnc(CNC(=O)c3cccs3)o2)o1 was read as BLM inh -2%, Glioma ERSR ind -3%, APEX1 inh 4%, Pol iota inh -3%, Apoferritin bind -8%, Pol eta inh -5%, LDHA block -1, POLK inh 9% and Pol beta inh 6%.

Structural class, those above containing four or more nitrogen atoms (three)
CC1(C)CC(=O)C=C(Nc2ccccc2NC(=O)c2cnccn2)C1 was read as BLM inh -2%, Glioma ERSR ind -3%, APEX1 inh 0%, Pol iota inh 13%, Apoferritin bind -15%, Pol eta inh 1%, LDHA block -9, POLK inh -1% and Pol beta inh 1%.
CN1CCN(CCCNC(=O)Cn2nc(-c3ccccc3)ccc2=O)CC1 was read as BLM inh 2%, Glioma ERSR ind -3%, APEX1 inh 13%, Pol iota inh 0%, Apoferritin bind 3%, Pol eta inh 10%, LDHA block -5, POLK inh -7% and Pol beta inh 25%.
Cc1ccc(C)c(NNC(=O)C(=O)NNc2cc(C)ccc2C)c1 was read as BLM inh -5%, Glioma ERSR ind -2%, APEX1 inh -2%, Pol iota inh 123%[activator], Apoferritin bind 3%, Pol eta inh -1%, LDHA block -2, POLK inh -7% and Pol beta inh 11%.

Continued.
CC(=O)c1ccc(NC(=S)N2CCC(O)CC2)cc1 was read as BLM inh 1%, Glioma ERSR ind -4%, APEX1 inh 1%, Pol iota inh 2%, Apoferritin bind -2%, Pol eta inh -10%, LDHA block 0, POLK inh 0% and Pol beta inh 0%[57.1 µM].
Cc1cc(/C=C2\NC(=O)NC2=O)c(C)n1-c1ccc(N2CCOCC2)cc1 was read as BLM inh 4%, Glioma ERSR ind -3%, APEX1 inh -1%, Pol iota inh 15%, Apoferritin bind -7%, Pol eta inh -13%, LDHA block 0, POLK inh -9% and Pol beta inh -5%.
`COCCNC(=O)CSc1nnc2c(Cl)cc(Cl)cn12` gave BLM inh 1%, Glioma ERSR ind -2%, APEX1 inh -10%, Pol iota inh 7%, Apoferritin bind -8%, Pol eta inh -11%, LDHA block -1, POLK inh -6% and Pol beta inh -8%.
For O=C(COC(=O)c1ccc2c(c1)OCO2)NCc1ccc2c(c1)OCO2 the results were BLM inh -5%, Glioma ERSR ind 1%, APEX1 inh 7%, Pol iota inh 12%, Apoferritin bind inconclusive, Pol eta inh 4%, LDHA block -2, POLK inh -13% and Pol beta inh -9%.
`O=C(C1CCN(S(=O)(=O)N2CCOCC2)CC1)N1CCN(c2ccccc2)CC1` gave BLM inh -3%, Glioma ERSR ind -5%, APEX1 inh 2%, Pol iota inh 15%, Apoferritin bind -5%, Pol eta inh -12%, LDHA block 5, POLK inh -6% and Pol beta inh 18%.
`C=CCn1c(N)c(C(=O)OCCC)c2nc3ccccc3nc21` gave BLM inh -4%, Glioma ERSR ind -6%, APEX1 inh 12%, Pol iota inh -3%, Apoferritin bind 806%[activator], Pol eta inh -15%, LDHA block 1, POLK inh -3% and Pol beta inh 22%.
CC(C)C(=O)NCCn1ccc2ccccc21 was read as BLM inh -2%, Glioma ERSR ind 2%, APEX1 inh 4%, Pol iota inh 8%, Apoferritin bind -2%, Pol eta inh -12%, LDHA block 7, POLK inh -8% and Pol beta inh 3%.
Screening C/C(=N\NC(=O)C1CC1(c1ccccc1)c1ccccc1)c1cccc([N+](=O)[O-])c1 (configuration not stated) returned BLM inh 0%, Glioma ERSR ind -2%, APEX1 inh 3%, Pol iota inh 100%[activator], Apoferritin bind -5%, Pol eta inh 7%, LDHA block -1, POLK inh -9% and Pol beta inh 26%.
`CCN1C(=O)CS/C1=N\S(=O)(=O)c1ccc(C)cc1` gave BLM inh -2%, Glioma ERSR ind -2%, APEX1 inh -4%, Pol iota inh 88%[activator], Apoferritin bind -14%, Pol eta inh 2%, LDHA block -1, POLK inh -15% and Pol beta inh 1%.
CC1(C)C(=O)OC(C(=O)c2ccccc2)C(C)(C)C1=O (configuration not stated) was read as BLM inh 1%, Glioma ERSR ind -5%, APEX1 inh 4%, Pol iota inh 30%, Apoferritin bind 8.9µM*, Pol eta inh -16%, LDHA block -9, POLK inh -3% and Pol beta inh -29%.
For COc1cc2cc(C)c(SCC(=O)N3CCN(C(=O)c4ccco4)CC3)nc2cc1OC the results were BLM inh -4%, Glioma ERSR ind -5%, APEX1 inh 1%, Pol iota inh inconclusive, Apoferritin bind -5%, Pol eta inh -1%, LDHA block -14, POLK inh -10% and Pol beta inh -29%.
CSc1nccn1C(=O)c1ccccc1[N+](=O)[O-] was read as BLM inh -3%, Glioma ERSR ind -6%, APEX1 inh 29%, Pol iota inh inconclusive, Apoferritin bind -4%, Pol eta inh 5%, LDHA block 8, POLK inh -13% and Pol beta inh -1%.
`CCn1nc(C(=O)NCCc2ccc(S(N)(=O)=O)cc2)c2ccccc2c1=O` gave BLM inh 0%, Glioma ERSR ind -3%, APEX1 inh 3%, Pol iota inh 12%, Apoferritin bind -7%, Pol eta inh -5%, LDHA block 3&-3, POLK inh 0% and Pol beta inh 26%.
N#C/C(=C\c1ccccc1O)C(=O)Nc1ccccn1 was read as BLM inh -3%, Glioma ERSR ind 6%, APEX1 inh 30%, Pol iota inh -3%, Apoferritin bind 7%, Pol eta inh 6%, LDHA block 2, POLK inh -19%[60.1 µM] and Pol beta inh -7%.
CN(Cc1cc(=O)n2ccsc2n1)c1ccccc1 was read as BLM inh -4%, Glioma ERSR ind 2%, APEX1 inh 4%, Pol iota inh 18%, Apoferritin bind -7%, Pol eta inh -8%, LDHA block 3, POLK inh -4% and Pol beta inh 15%.

Screens deposited in PubChem BioAssay by National Center for Advancing Translational Sciences (NCATS).

Not all compounds are listed; rates above refer to the full screens.
